Screening data (PubChem)
GPR55 beta-arrestin – GPR55 agonists via beta-arrestin recruitment, primary screen, imaging, U2OS cells, beta-arrestin-GFP redistribution (AID 1961) | actives 0.048% (n = 290,000) | activation, % at 10 µM; hits with a dose series show EC50 in µM | G-protein coupled receptor 55 (Homo sapiens) | U2OS GPR55 beta-arrestin-GFP redistribution imaging; higher % means a stronger effect;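 active means activation above 40% with more than 50 cells counted in the well; inconclusive means wells holding fewer than 50 cells, flagged as toxic or sparse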;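 further: U2OS osteosarcoma cells stably expressing GPR55 and beta-arrestin-GFP; plate controls were DMSO negative control for no effect and LPI positive control for full effect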
GPR35 antagonists – GPR35 antagonists blocking zaprinast-driven arrestin recruitment, primary screen, imaging, U2OS, beta-arrestin-GFP, zaprinast agonist (AID 2058); inhibition, % at 10 µM; hits with a dose series show IC50 in µM; U2OS GPR35 beta-arrestin-GFP translocation imaging, zaprinast antagonism; higher % means a stronger effect; G-protein coupled receptor 35 (Homo sapiens); actives 0.052% (n = 290,000);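 active means inhibition of at least 50% with at least 30 cells and total cytoplasm GFP at most 10,000,000; inconclusive means under 30 cells or total GFP of 10,000,000 plus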
GPR55 LPI antagonism – GPR55 antagonists blocking LPI-driven arrestin recruitment, primary screen, imaging, U2OS, beta-arrestin-GFP, LPI agonist (AID 2013); G-protein coupled receptor 55 (Homo sapiens); U2OS GPR55 beta-arrestin-GFP translocation imaging, LPI antagonism; higher % means a stronger effect; inhibition, % at 10 µM, or IC50 in µM where a hit was titrated; actives 0.13% (n = 290,000);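 active means spots per cell inhibited over 60%, with over 100 cells counted and total cytoplasm intensity under 500,000; inconclusive means wells with under 100 cells, flagged as likely toxic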;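 further: U2OS cells stably carrying GPR55 and arrestin-GFP stimulated by 5 µM LPI near EC80; imaged beta-arrestin-GFP aggregate spots per cell after agonist stimulation; plate controls were LPI-stimulated DMSO wells for no effect and DMSO wells without LPI for full effect; some results filed as inactive read as strong as hits; confirmed hits need IC50 under 10 µM and bright autofluorescent wells are also inconclusive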
Rac1 GTP hydrolysis – MgcRacGAP GTPase-activating activity inhibitors, confirmation, biochemical, ADP Hunter fluorescence; Rac GTPase-activating protein 1 (Homo sapiens); MgcRacGAP-stimulated Rac1 GTP hydrolysis, ADP Hunter fluorescence; higher % means a stronger effect; GST-tagged Rac1 F28L mutant substrate; one-dose inhibition, % at 30 µM; IC50 in µM for titrated hits; actives 0.6% (n = 340,000); AID 624330, 2012;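 active means first-screen hits whose inhibition reached a set limit at any dose in the follow-up dose series; inconclusive means inhibition above the set first-screen limit but never retested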;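 further: fluorescence reports GDP produced by GAP-driven GTP hydrolysis; strong numbers were not always called active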
NTR1 agonist – agonists of NTR1, primary screen, imaging, U2OS cells, beta-arrestin-GFP, high content (AID 493036); Neurotensin receptor type 1 (Homo sapiens), P30989; NTR1-U2OS beta-arrestin-GFP spot imaging, agonist mode; activation, % at 20 µM; actives 0.17% (n = 330,000);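 active means activation at or above 40% of the spot to cytoplasm intensity ratio, with at least 20 cells analyzed; inconclusive means wells under 20 cells, flagged as cytotoxic or low count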;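 further: 0% = DMSO without peptide and 100% = 100 nM NTR1 peptide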
Target sequence (P30989 whole entry, looked up): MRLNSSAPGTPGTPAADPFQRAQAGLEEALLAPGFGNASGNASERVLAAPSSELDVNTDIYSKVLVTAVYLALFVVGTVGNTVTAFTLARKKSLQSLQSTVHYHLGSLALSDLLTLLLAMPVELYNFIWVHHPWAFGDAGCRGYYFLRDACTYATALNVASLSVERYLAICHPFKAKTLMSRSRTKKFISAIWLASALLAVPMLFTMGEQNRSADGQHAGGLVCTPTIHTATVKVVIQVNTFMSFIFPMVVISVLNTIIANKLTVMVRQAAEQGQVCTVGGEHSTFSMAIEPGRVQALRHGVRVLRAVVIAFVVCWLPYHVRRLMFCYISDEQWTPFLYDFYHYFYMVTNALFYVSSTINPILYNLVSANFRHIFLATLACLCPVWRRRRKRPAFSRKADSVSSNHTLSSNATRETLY
Dengue-2 NS5 capping – Dengue-2 NS5 methyltransferase inhibitors, primary screen, biochemical, confirmation dose response (AID 588689); Genome polyprotein (Dengue virus type 2 (strain 16681-PDK53)); Dengue-2 NS5 methyltransferase capping enzyme assay, biochemical; higher % means a stronger effect; inhibition, % at 25 µM; hits with a dose series show IC50 in µM; actives 0.3% (n = 340,000); in the data active means a potency from the dose series; inconclusive means inhibition above about 29% without an active follow-up result
Yfh1-off respiration – enhancers of respiration in Yfh1-depleted yeast, dose response, Friedreich's ataxia, plus single-dose screen (AID 1465). fold induction at 50 µM; hits with a dose series show EC50 in µM. S. cerevisiae Yfh1-off respiration, WST-1 reduction, 72 h; higher fold induction means a stronger effect. actives 0.074% (n = 220,000);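 active means fold induction of absorbance versus untreated yeast above a set limit, then at least 30% activation at any dose in follow-up; inconclusive means repeats straddling the limit, or above it without dose testing; inactive means fold induction below the set limit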;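 further: activators that raise dye reduction in frataxin-depleted yeast; strong numbers were not always called active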
AID2073 – inhibitors of Mint1-CaV2.2 protein interaction, biochemical, HTRF (AID 2073). Voltage-dependent N-type calcium channel subunit alpha-1B (Homo sapiens). HTRF protein-protein interaction, Mint1-CaV2.2; higher % means a stronger effect. one-dose inhibition, % at 20 µM; IC50 in µM for titrated hits. actives 0.19% (n = 290,000); in the data active means inhibition mostly above about 51%, no sharp cut-off; inconclusive means no clear call, values can overlap the other calls; inactive means mostly below about 53%; further: some results filed as inactive read as strong as hits
SV40 large T antigen – SV40 large T antigen inhibitors, biochemical (AID 1903). actives 0.39% (n = 310,000). SV40 large T antigen ATPase/helicase inhibition assay; higher % means a stronger effect. inhibition, % at 20 µM, or IC50 in µM where a hit was titrated; in the data active means a potency from the dose series; inconclusive means inhibition mostly from about 32% at the one dose, without a potency; inactive means the rest, 99 in 100 with inhibition below about 32%; further: strong numbers were not always called active
NTR1 agonist cell count 20 µM – recorded beside NTR1 agonist, whose call it bears; cell count; measured here: cell count, cytotoxicity flag
Dengue-2 NS5 capping pilot replicate – further read-out of Dengue-2 NS5 capping, marked with its call; inhibition, %; measured here: pilot screen replicate inhibition
Starred values were filed as active, the others as inactive; i = inactive; ? = inconclusive; nt = no result given.

SMILES	GPR55 beta-arrestin	GPR35 antagonists	GPR55 LPI antagonism	Rac1 GTP hydrolysis	NTR1 agonist	NTR1 agonist cell count 20 µM	Dengue-2 NS5 capping	Yfh1-off respiration	AID2073	SV40 large T antigen	others
Cc1onc(-c2ccccc2)c1C(O)c1ccc(F)cc1 (stereo not drawn)	-0.1%	9%	5%	4%	0.5	58	-7%	nt	2%	4%
CCOC(=O)C1=C(COC(=O)/C=C/c2cccc(OC)c2OC)NC(=O)NC1C (stereo not drawn)	-0.2%	2%	-6%	-4%	0.5	56	-9%	nt	6%	18%
Cc1ccc(C)c(N(C(=O)Cn2nnc(-c3cccs3)n2)C(C(=O)NC2CC2)c2ccc(C)o2)c1 (stereo not drawn)	-0.2%	-4%	13%	-1%	5.1	55	-6%	i	-2%	10%
COc1ccc(N2CC(C(=O)Nc3ncccc3C)CC2=O)cc1 (stereo not drawn)	-0.1%	-9%	-14%	6%	0.1	52	-6%	i	3%	-2%
COc1ccc(CN=C2NC(=O)CC(C(=O)Nc3ccc(Cl)cc3)S2)cc1 (stereo not drawn)	-0.2%	-3%	0%	5%	-1.1	54	2%	i	18%	5%
COc1cccc(NC(=O)c2nn(C)cc2Br)c1	nt	nt	nt	8%	-0.8	42	-7%	i	nt	nt
CCN(CC(=O)N1CCOCC1)S(=O)(=O)c1ccc(C)cc1	-0.1%	-3%	0%	8%	1.1	48	-4%	i	-4%	8%
O=C(Nc1ccc(Nc2ccccc2)cc1)c1ccc(Cl)cc1	nt	nt	nt	12%	5.2	45	-3%	nt	nt	3%
COc1ccc(OCc2nc3ccccc3n2C(C)C)cc1	0.5%	6%	-9%	7%	-0.2	34	-1%	i	10%	3%
COc1cc(OC)c2c(c1)OC(c1ccc(OC)c(OC)c1)C(O)C2=O (stereo not drawn)	-0.3%	-10%	9%	-5%	1.3	68	1%	i	2%	-1%
COC(=O)CCCC1=CC2=C(c3ccccc3)C(=O)C(C)(OC(=O)C3CCCC3)C(=O)C2=CN1Cc1ccc(OC)cc1 (stereo not drawn)	0.7%	-4%	-3%	7%	3.1	46	7%	i	-3%	12%
COc1ccccc1/C=C/C(=O)NC1CC2CCC1C2 (stereo not drawn)	-0.1%	20%	1%	5%	-0.1	54	nt	nt	4%	11%
COc1ccc(C2=NOC(C(=O)N(C)Cc3ccccc3)C2)cc1 (stereo not drawn)	-0.6%	-13%	11%	2%	1.2	92	nt	i	-13%	7%
Cc1ccccc1NC(=S)NN1CCN(C)CC1	-0.1%	7%	4%	2%	0.7	41	-3%	i	-14%	10%
NS(=O)(=O)c1ccc(NC(=O)NC2CC(=O)N(c3ccc4c(c3)OCCO4)C2)cc1 (stereo not drawn)	nt	nt	nt	4%	0.4	50	-10%	nt	nt	4%
COC(=O)CCc1nc2cc(Cl)ccc2n(Cc2ccccc2)c1=O	0.2%	6%	12%	8%	3.4	51	-2%	i	-9%	-1%
CCCN(C(=O)CSc1nc2cc(S(=O)(=O)N(CC)CC)ccc2o1)C1CCS(=O)(=O)C1 (stereo not drawn)	nt	nt	nt	13%	0.7	64	-7%	nt	nt	8%
CC(C)c1ccc(O)c(NC(=O)c2ncn[nH]2)c1	-0.1%	-8%	20%	8%	-0.3	88	-1%	i	5%	5%	Dengue-2 NS5 capping pilot replicate=2.4
CNC(=O)COc1ncnc2sccc12	-0.1%	4%	0%	4%	nt	nt	nt	i	-1%	1%
Cc1cc(C)nc(Nc2ccc(N3CCOCC3)cc2)n1	-0.2%	-1%	-8%	2%	0.5	47	-3%	i	-7%	19%
COc1ccccc1N(C(=O)c1csnn1)C(C(=O)NC1CCCC1)c1ccccc1 (stereo not drawn)	-0.4%	3%	0%	3%	-1.5	39	1%	nt	4%	9%
COc1cccc(CNc2ccc(F)c(Cl)c2)c1	-0.1%	-2%	12%	0%	0.6	46	-5%	i	-11%	4%
COC(=O)CCNCCSc1nnc(-c2ccco2)n1Cc1ccccc1	0.0%	0%	15%	98µM*	3.8	64	-1%	i	49%	22%
CC(=O)c1cc(F)ccc1OCC(=O)N1CCN(c2ccc(F)cc2)CC1	0.6%	7%	11%	7%	-0.4	49	-9%	i	-1%	11%
CCOc1ccc(-n2nnc3c(=O)n(CC(=O)c4ccccc4)cnc32)cc1	-0.1%	3%	16%	3%	-0.4	89	-1%	i	9%	3%
CCCCCCN1C=CC=C/C1=C\C=C(C#N)C#N	-0.1%	-11%	9%	nt	-1.1	57	nt	i	-4%	23%
O=C(O)/C=C\C(=O)Nc1ccccc1C#Cc1ccccc1	-0.2%	-4%	13%	3%	1.7	74	2%	i	9%	6%
CCc1nccn1CCC(=O)NC1CC(C)(C)Cc2c1cnn2-c1ccc(C)cc1 (stereo not drawn)	0.2%	6%	14%	8%	-0.4	47	-11%	nt	4%	7%
CCOC(=O)c1cnn(-c2nc(C)nc3sc4c(c23)CCC4)c1N	-0.2%	-9%	4%	nt	nt	nt	nt	nt	8%	nt
CCc1ccc(-c2ccc(C(=O)O)cc2)nc1	0.3%	5%	3%	9%	-2.1	77	1%	i	4%	8%
CC(=O)N1CCN(c2ccc(NC(=O)c3ccccc3Cl)cc2)CC1	0.3%	-4%	13%	11%	0.6	60	-5%	nt	2%	8%	Dengue-2 NS5 capping pilot replicate=-7.9
N#CCCCN1C(=O)C(O)(CC(=O)c2ccc3c(c2)OCCO3)c2ccccc21 (stereo not drawn)	-0.2%	4%	12%	9%	-0.6	36	-1%	i	3%	1%
CCn1c(N2CCN(C(=O)c3ccco3)CC2)nc2ccccc21	0.7%	10%	0%	9%	-1.2	61	-5%	nt	-4%	8%	Dengue-2 NS5 capping pilot replicate=-3.3
Cc1ccccc1N(C(=O)c1csnn1)C(C(=O)NC(C)(C)C)c1ccncc1 (stereo not drawn)	0.5%	34%	7%	1%	-0.6	53	-12%	i	1%	23%
CC(C)NC[C@H](O)COc1cccc2[nH]ccc12	0.4%	18%	6%	-10%	-0.4	63	-6%	i	1%	15%
CC(=O)NNC(=O)CN1C(=O)/C(=C/c2ccccc2)SC1=S	0.9%	0%	-9%	7%	-0.9	54	-2%	i	-8%	5%
Cc1ccc(N2CC(C(=O)Nc3ccc(S(=O)(=O)Nc4nccc(C)n4)cc3)CC2=O)cc1 (stereo not drawn)	-0.1%	-12%	9%	2%	-0.9	50	-5%	i	-1%	-1%
O=S(=O)(c1ccc(S(=O)(=O)n2cnc3ccccc32)cc1)N1CCCCCC1	0.2%	-15%	-2%	6%	-0.2	76	109%	i	-2%	13%	Dengue-2 NS5 capping pilot replicate=-0.3
CCn1c(COc2ccccc2Cl)nnc1SCC(=O)Nc1ncccc1C	-0.2%	5%	9%	3%	0.0	86	-1%	i	?	5%
CC(Sc1nc2ccccc2c(=O)n1CCc1ccc(S(N)(=O)=O)cc1)C(=O)NC(N)=O (stereo not drawn)	0.2%	-4%	7%	1%	2.3	48	-6%	nt	6%	-3%

Grouped by structure, the entries above containing a thiophene ring, fused or not.
SMILES	GPR55 beta-arrestin	GPR35 antagonists	GPR55 LPI antagonism	Rac1 GTP hydrolysis	NTR1 agonist	NTR1 agonist cell count 20 µM	Dengue-2 NS5 capping	Yfh1-off respiration	AID2073	SV40 large T antigen	others
Cc1ccc(C)c(N(C(=O)Cn2nnc(-c3cccs3)n2)C(C(=O)NC2CC2)c2ccc(C)o2)c1 (stereo not drawn)	-0.2%	-4%	13%	-1%	5.1	55	-6%	i	-2%	10%
CNC(=O)COc1ncnc2sccc12	-0.1%	4%	0%	4%	nt	nt	nt	i	-1%	1%
CCOC(=O)c1cnn(-c2nc(C)nc3sc4c(c23)CCC4)c1N	-0.2%	-9%	4%	nt	nt	nt	nt	nt	8%	nt

Back to the main list, repeating the two entries before the break.
SMILES	GPR55 beta-arrestin	GPR35 antagonists	GPR55 LPI antagonism	Rac1 GTP hydrolysis	NTR1 agonist	NTR1 agonist cell count 20 µM	Dengue-2 NS5 capping	Yfh1-off respiration	AID2073	SV40 large T antigen	others
CCn1c(COc2ccccc2Cl)nnc1SCC(=O)Nc1ncccc1C	-0.2%	5%	9%	3%	0.0	86	-1%	i	?	5%
CC(Sc1nc2ccccc2c(=O)n1CCc1ccc(S(N)(=O)=O)cc1)C(=O)NC(N)=O (stereo not drawn)	0.2%	-4%	7%	1%	2.3	48	-6%	nt	6%	-3%
CN(CC(=O)Nc1cccc(F)c1)C(=O)c1ccccc1OCCOc1ccccc1	nt	nt	nt	3%	2.4	53	-14%	nt	nt	8%
O=C(NCc1cccnc1)Nc1cccc(C(F)(F)F)c1	-0.1%	4%	7%	6%	-0.7	49	-8%	nt	8%	20%
CCCCNS(=O)(=O)c1ccc2nc(-c3cccnc3)cc(C(=O)NCCCN(CC)CC)c2c1	0.5%	7%	9%	nt	0.2	52	nt	i	?	-1%
CC(C)NS(=O)(=O)c1ccc(OCC(=O)N2CCCC2)c(Cl)c1	0.1%	-2%	2%	6%	-1.1	97	-7%	i	6%	21%
COc1cc(OC)c(OC)cc1/C=N/NC(=O)CCc1c(C)n[nH]c1C	-0.1%	-7%	2%	-1%	-1.2	41	-4%	i	2%	5%
CNc1oc(-c2cccc3ccccc23)nc1C#N	-0.3%	7%	6%	4%	-0.5	48	-1%	i	?	13%
O=C1NC2(CCc3ccccc32)C(=O)N1CCOc1ccc(Cl)cc1 (stereo not drawn)	0.0%	-1%	1%	2%	1.0	82	-6%	i	-1%	2%
S=C(NCC1CCCO1)N1CCN(c2nc(-c3ccccc3)cs2)CC1 (stereo not drawn)	0.2%	-6%	-5%	8%	4.3	57	-4%	i	-8%	13%
